High-throughput results as filed in PubChem BioAssay.
CFTR F508del cor: CFTR F508del correction in bronchial cells; CFBE cells, YFP halide quenching; stimulated with forskolin plus potentiator P3; % fluorescence drop versus neutral controls; activity (quench increase), % at 7.58 µM; 350,000 tested, 0.36% active; AID 720511;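 active means mean added fluorescence quench of at least 8% versus neutral control, with both replicates also reaching 8%; inconclusive means only one of the mean or replicate conditions met; inactive means mean below 8% and not both replicates reaching 8%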;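 further: cells transiently co-express mutant CFTR-F508del with the halide-sensitive YFP; corrector assay measuring rescue of mutant channel to the surface after 24 h compound exposure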
E-selectin induc: induces E-selectin expression in human endothelial cells. activation, % at 7.58 µM. 260,000 tested, 0.37% active. AID 686992. P16581. HUVEC E-selectin immunofluorescence imaging; normalized: neutral wells 0, TNF-alpha wells 100;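 active means mean E-selectin-positive cell signal at least 10% of the positive control, reached in at least 60% of replicates, without over 20% cell loss; inconclusive means no rule given, readout overlaps actives, possibly toxicity-flagged; inactive means the rest, including those meeting only one limit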;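 further: in these data hits start at about 27%; measured in HUVEC primary endothelial cells; signal is the percent of cells scored E-selectin positive by PE staining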
Target sequence (P16581 whole entry, looked up): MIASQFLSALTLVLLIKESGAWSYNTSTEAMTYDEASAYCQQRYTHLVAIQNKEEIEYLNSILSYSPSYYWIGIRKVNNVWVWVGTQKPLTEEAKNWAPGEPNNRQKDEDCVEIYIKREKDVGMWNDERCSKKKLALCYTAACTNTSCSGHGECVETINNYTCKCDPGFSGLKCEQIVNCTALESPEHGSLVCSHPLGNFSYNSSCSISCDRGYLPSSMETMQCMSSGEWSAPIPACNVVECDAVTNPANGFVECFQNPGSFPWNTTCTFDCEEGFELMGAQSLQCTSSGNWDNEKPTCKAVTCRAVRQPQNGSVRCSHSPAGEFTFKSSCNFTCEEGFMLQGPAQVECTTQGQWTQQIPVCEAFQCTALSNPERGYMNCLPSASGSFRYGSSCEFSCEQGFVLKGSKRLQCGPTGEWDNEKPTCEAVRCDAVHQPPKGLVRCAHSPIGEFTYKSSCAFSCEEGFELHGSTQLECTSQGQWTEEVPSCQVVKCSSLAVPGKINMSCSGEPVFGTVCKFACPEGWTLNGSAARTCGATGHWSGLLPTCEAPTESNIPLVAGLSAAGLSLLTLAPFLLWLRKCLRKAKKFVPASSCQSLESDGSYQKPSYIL
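Test system – human umbilical vein endothelial cells (HUVEC), E-selectin induction · Input – 3,000 HUVEC seeded per well · Buffer or medium – EGM-2, gelatin · Compound dosing – single-point compound dose · Detection – immunofluorescence imaging · Measure – percent E-selectin-positive cells · Controls – TNF-alpha high, DMSO low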
RAD54 branch: inhibitors of human RAD54 branch migration | Q92698 | RAD54 Holliday junction branch migration, FAM/BHQ fluorescence | inhibition, % at 10.4 µM | 360,000 tested, 0.14% active | AID 602329;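 active means mean normalized replicate activity at least 40 and at least half of replicates scoring 40 or more; inconclusive means only one of the two criteria met; inactive means mean below 40 and under half of replicates reaching 40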;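 further: 0% = median of neutral control wells and 100% = median of positive control wells; inhibitors cause a drop in the FAM fluorescence signal; in these data hits start at about 50%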
GSIS activator: GLuc luminescence reporter in INS-1E cells, primary screen for activators of glucose-dependent secretion of insulin; AID 743287; INS-1E GLuc reporter insulin secretion, 2-3 h; activation, % at 16.6 µM; 370,000 tested, 0.61% active;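 active means lowest replicate activation of at least 40%, so every replicate reaches that level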;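 further: 0% = median of neutral control wells and 100% = median of IBMX positive control wells; some compounds called inactive have numbers as strong as hits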
Xi reactivation: X-chromosome reactivation activator. XiGFP mouse fibroblasts, % GFP-positive cells imaging, 3 d; cells co-treated with 5-aza-dC sensitizer; scaled so ellipticine positive control = 100%. activation, % at 7.58 µM. 360,000 tested, 0.055% active. AID 743238;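 active means mean normalized replicate activation at least 10% and every replicate at or above 10%; inconclusive means only one of the two criteria met; inactive means mean below 10% and not all replicates reach 10%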;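 further: 0% = median of on-plate neutral control wells and 100% = ellipticine 6 µM median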
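System: XiGFP fibroblasts, SV40-immortalized. Medium: DMEM plus 5-aza-dC sensitizer. Doses: single point. Timing: 3 d treatment, 15 min room-temperature fixation. Control set: ellipticine 6 µM.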
* hit, by the source's call; ? = inconclusive; / = no result given. A portion of the library, so the mix of outcomes need not match the whole.

Values run as follows: Xi reactivation | RAD54 branch | E-selectin induc | GSIS activator | CFTR F508del cor
- O=C(Nc1nc(-c2ccccc2)c(-c2ccccc2)s1)c1ccc(S(=O)(=O)N2CCCCC2)cc1
→ 0.5 | -2 | / | -6 | /
- Cc1cc(C)nc(NS(=O)(=O)c2ccc(N/C=C/C(=O)c3ccc(Cl)cc3)cc2)n1
→ 0.1 | -10 | / | 35 | /
- COC(=O)c1ccc(/C=N/N2CCN(Cc3ccc(C)cc3C)CC2)cc1
→ 0.9 | -12 | / | -2 | /
- CCC(CC)c1nnc(NC(=O)c2ccc([N+](=O)[O-])cc2)s1
→ 0.0 | -3 | / | -5 | /
- Cc1cc(C)c2[nH]c(=O)c(CN(Cc3cccs3)C(=S)NCC3CCCO3)cc2c1 (configuration not stated)
→ 0.0 | 1 | / | -16 | /
- CN(C)c1ccc(/C=N/NC(=O)c2ccc(Cn3cc(Br)cn3)o2)cc1
→ 0.1 | -3 | / | -20 | /
- CCN(CC(=O)Nc1ccccc1OC)C(=O)COc1ccc2ccccc2c1
→ 0.2 | -6 | / | -18 | /
- COc1cc(/C=N/OCC(=O)NC2CCCCC2C)ccc1OCc1ccc(Cl)cc1 (configuration not stated)
→ 0.0 | 2 | / | -26 | /
- CC(=O)c1c(C)[nH]c(C(=O)OC(C)C(=O)Nc2cc(S(=O)(=O)N3CCCCC3)ccc2Cl)c1C (configuration not stated)
→ 0.2 | 1 | / | -18 | /
- CN(C)S(=O)(=O)c1ccc(Cl)c(NC(=O)c2ccncc2)c1
→ 0.2 | 2 | / | -10 | /
- Cc1ccc2nc(SCC(=O)Nc3ccc(F)cc3F)[nH]c2c1
→ 0.1 | 0 | / | -9 | /
- Cc1c(O)ccc(C(=O)CN2CCN(Cc3ccc4c(c3)OCO4)CC2)c1O
→ -0.3 | 5 | / | 7 | /
- Cc1cc(C)nc(NC(=O)/C=C/c2ccc3c(c2)OCO3)c1
→ 0.1 | 5 | / | 16 | /
- CCCN1CCC(NC(=O)CCc2nnc(-c3ccccc3)o2)CC1
→ 0.0 | -6 | / | 12 | /
- O=C(NC(NC(=S)Nc1c(Cl)cccc1Cl)C(Cl)(Cl)Cl)c1cccc([N+](=O)[O-])c1 (configuration not stated)
→ 0.1 | 13 | / | -4 | /
- Cc1ccc(NC(=S)N=Nc2c(O)n(C)c3ccc(S(=O)(=O)N4CCOCC4)cc23)cc1C
→ 0.2 | -2 | / | 9 | /
- O=C1C(c2cc(=O)c3ccccc3[nH]2)=C(O)c2ccccc21
→ 0.1 | -4 | / | -34 | /
- CCNc1nc(Cl)nc(NNC(=O)C(C)Oc2ccccc2)n1 (configuration not stated)
→ 0.6 | 16 | / | 5 | /
- Cn1c(=O)c2c(ncn2CC(=O)OCC(=O)Nc2ccc(Cl)cc2)n(C)c1=O
→ 0.5 | -12 | / | 8 | /
- COC(=O)N/N=C/c1c(C)c(C(=O)c2ccc(F)cc2)n2ccccc12
→ 0.3 | -15 | / | 19 | /
- Cc1ccc(-c2cc3nc(-c4ccc(Br)cc4)cc(N)n3n2)cc1
→ 0.0 | -1 | / | -5 | /
- COc1ccc(/C=N\NC(=O)c2ccc(=O)[nH]n2)cc1O
→ -0.1 | 13 | / | 0 | /
- O=C(/C=C/c1ccc(Cl)cc1)NCCc1ccccc1
→ 1.0 | 10 | / | -18 | /
- Cn1ccnc1SCC(=O)n1c2c(c3ccccc31)CCCC2
→ 0.0 | -15 | / | 4 | /
- Cc1c(NC(=S)NC(NC(=O)C(C)C)C(Cl)(Cl)Cl)c(=O)n(-c2ccccc2)n1C (configuration not stated)
→ 0.0 | 8 | / | 8 | /
- CCOC(=O)C1=C(C)NC(=S)NC1/C=C/c1ccccc1 (configuration not stated)
→ 36* | 1 | / | 15 | /
- O=[N+]([O-])c1ccc(/C=C/C2=NN(c3ccccc3)C(c3ccco3)C2)cc1 (configuration not stated)
→ 89* | -14 | / | -42 | /
- Cc1cc(SCC(=O)Nc2ncc(Cl)cc2Cl)nc2ccccc12
→ 0.0 | -9 | / | -1 | /
- O=C1NN(c2ccccc2)C(=O)C2C1C1C=CC2C12CC2 (configuration not stated)
→ 0.0 | -2 | / | 20 | /
- CCCCCC(=O)N/N=C/c1ccc(N(C)C)cc1
→ -0.1 | -5 | / | 2 | /
- Cc1ccccc1Nc1nc(=O)c2cc([N+](=O)[O-])ccc2s1
→ 0.2 | -7 | / | -5 | /
- O=C(C1=NN[C@@H]2C(=O)N(c3cccc(C(F)(F)F)c3)C(=O)[C@H]12)C(c1ccccc1)c1ccccc1
→ -0.1 | 2 | / | -2 | /
- COc1ccc(/C=N/N2CCN(C3c4ccccc4-c4ccccc43)CC2)cc1OC
→ 0.2 | -4 | / | -24 | /
- Cc1ccc(Nc2nc(-c3ccc(S(=O)(=O)N4CCOCC4)cc3)cs2)cc1Cl
→ 0.0 | -4 | / | 18 | /
- COC(=O)c1c(-c2ccccc2)csc1NC1=NS(=O)(=O)c2ccccc21
→ 0.0 | -11 | / | 11 | /
- CC(CNc1ccc([N+](=O)[O-])c2cccnc12)Nc1c([N+](=O)[O-])cc(C(F)(F)F)cc1[N+](=O)[O-] (configuration not stated)
→ 0.1 | 7 | / | -32 | /
- CCOCCCN1CN(Cc2ccccc2)CNC1=S
→ -0.1 | -4 | / | 1 | /
- COc1ccccc1C1C(C#N)=C(N)Oc2c1c(-c1ccccc1)nn2-c1ccccc1 (configuration not stated)
→ 0.2 | -9 | / | -12 | /
- CC(C)Nc1nnc(SCC(=O)c2c[nH]c3ccccc23)s1
→ 0.1 | 0 | / | 13 | /
- Cc1ccc(SCc2ccc(C(=O)NCc3cccnc3)cc2)cc1
→ 0.1 | 0 | / | -9 | /
- CC1CCN(Cc2nnnn2-c2ccc(Cl)cc2)CC1
→ 0.0 | 5 | / | 14 | /
- COc1ccc(OCCCC(=O)NCCc2ccccc2)cc1
→ 0.0 | 2 | / | -20 | /
- Cc1ccc(S(=O)(=O)N2CCN(CC(=O)N/N=C/c3ccc(Br)s3)CC2)cc1
→ 0.1 | -9 | / | -19 | /
- CCC1(C)CC(c2nc(-c3ccc(OC)cc3)cs2)CCS1 (configuration not stated)
→ 0.1 | -5 | / | -6 | /
- O=C(O)c1ccc2nc(-c3ccccc3)sc2c1
→ -0.4 | -1 | / | 16 | /
- O=C(Cc1ccc(Cl)cc1)Nc1ccc(-c2cc3ccccc3oc2=O)c(Cl)c1
→ 1.1 | -19 | / | -7 | /
- O=C(CO/N=C\c1ccccc1)Nc1ccccc1C(=O)N1CCOCC1
→ -0.1 | -6 | / | 0 | /
- Cc1ccc(Nc2nc(CSc3nnc(-c4ccccc4)n3C)cs2)cc1
→ 0.1 | -13 | / | -44 | /
- O=C1Nc2ccccc2N(O)N1c1ccc(S(=O)(=O)N2CCCCCC2)cc1
→ 0.1 | 9 | / | 16 | /
- CC(C)CCC(O)(CCC(C)C)C(=O)NNc1ccccc1
→ 0.9 | -11 | / | -11 | /

More entries follow.
Values run as follows: Xi reactivation | RAD54 branch | E-selectin induc | GSIS activator | CFTR F508del cor
- COc1ccc(C/C(N)=N/O)cc1
→ 0.8 | -3 | / | 4 | /
- O=S(=O)(Nc1cccc2c1CCCC2)c1ccc(Cl)cc1
→ 0.2 | -7 | / | -20 | /
- COc1ccc(CCNC(=O)Cc2ccc3c(c2)OCO3)cc1OC
→ 0.0 | -8 | / | 102* | /
- COc1cccc(NC(=O)CSc2nc3ccccc3c3nc4ccccc4n23)c1
→ 0.0 | 1 | / | 12 | /
- O=C(NC(=S)N1CCCc2ccccc21)c1ccc(Cl)cc1
→ 0.3 | 5 | / | -11 | /
- Cc1cc(Cl)ccc1OCCCC(=O)N/N=C/c1cccc([N+](=O)[O-])c1
→ -0.1 | 1 | / | -38 | /
- CCn1c(SCC(=O)NCc2ccccc2)nnc1-c1cccnc1
→ 0.1 | 0 | / | -6 | /
- CCNS(=O)(=O)c1ccc(NC(=O)c2ccc(Cn3cc(Br)cn3)o2)cc1
→ -0.1 | -2 | / | -16 | /
- O=C(OC(c1ccccc1)c1nccc2ccccc12)c1cc([N+](=O)[O-])cc([N+](=O)[O-])c1 (configuration not stated)
→ 0.0 | 5 | / | 1 | /
- Cc1sc2nc(CSCC(=O)Nc3ccccc3C#N)[nH]c(=O)c2c1C
→ 0.1 | 0 | / | 2 | /
- CCN(CC)c1ccc2cc(C(=O)NNC(=O)c3ccc(S(=O)(=O)N4CCCCC4)cc3)c(=O)oc2c1
→ 0.2 | -16 | / | -4 | /
- CC(C)CC(NC(=O)CCl)c1ccccc1 (configuration not stated)
→ 0.9 | -5 | / | 19 | /
- CCOC(=O)c1cnc2ccc(Cl)cc2c1Nc1ccc(S(=O)(=O)Nc2ncccn2)cc1
→ 0.0 | -12 | / | 40* | /
- COc1cc(/C=C/C(=O)OCC(=O)NCC2CCCO2)ccc1OCC#N (configuration not stated)
→ -0.2 | -3 | / | 19 | /
- CC(=O)NCC(=O)OCC(=O)c1ccc(Br)cc1
→ 0.0 | 7 | / | 20 | /
- CCOC(=O)c1nn(-c2cccc(OC)c2)c2nc(Nc3ccccc3)cc(=O)n12
→ 0.1 | -17 | / | -22 | /
- CCCC(=O)Nc1cccc(S(=O)(=O)N(C)c2ccccc2)c1
→ 0.2 | 4 | / | -16 | /
- Cc1ccc(C(=O)COC(=O)CCCC(=O)NC2CCCCC2)cc1[N+](=O)[O-]
→ 0.6 | 4 | / | -5 | /
- C/C(=N\NC(=O)c1ccc(C)cc1C)c1ccc2c(c1)Nc1ccccc1S2
→ 0.0 | -13 | / | -25 | /
- Cc1ccc(/C=C/C(=O)OC(C)C(=O)Nc2ncc(Cl)cc2Cl)o1 (configuration not stated)
→ 0.1 | -6 | / | -11 | /
- CCN(CC)S(=O)(=O)c1cccc(NC(=O)/C=C/c2ccc([N+](=O)[O-])cc2)c1
→ 0.0 | 2 | / | -8 | /
- CCOc1ccc(S(=O)(=O)N2CCN(C(=O)c3cc4c(s3)CCCC4)CC2)cc1
→ -0.1 | -6 | / | -26 | /
- Cc1nn2c(COc3ccc(NC(=O)c4ccccc4Cl)cc3)nnc2c2ccccc12
→ 0.3 | 2 | / | -6 | /
- N#C/C(=C/c1ccc(CNS(=O)(=O)c2ccccc2)o1)C(N)=O
→ 0.3 | 3 | / | 0 | /
- CC(=O)c1cccc(S(=O)(=O)NCC2CCCCC2)c1
→ 0.0 | 0 | / | 2 | /
- CCOC(=O)N1CCN(C(=O)COc2cccc3c2CCN(Cc2ccc(F)cc2)C3=O)CC1
→ 0.4 | -5 | / | -14 | /
- Cc1ccc(NC(=O)c2cc3c(s2)CCCC3)cc1S(=O)(=O)Nc1ccccc1Cl
→ -0.1 | -8 | / | -28 | /
- O=C(Cc1cccs1)N/N=C\c1ccc(O)cc1
→ 0.0 | 2 | / | 7 | /
- CN(C)CCCOc1cccc(Cl)c1
→ 0.3 | 3 | / | 14 | /
- CCOC(=O)c1c(C)[nH]c(C)c1C(=O)COC(=O)c1cc2ccccc2cc1OC
→ 0.5 | 4 | / | -20 | /
- COc1ccc(OC)c(CCNC(=O)CSc2ccsc2[N+](=O)[O-])c1
→ 0.0 | 6 | / | 19 | /
- COc1ccc(Cl)cc1NC(=O)CNc1ccccc1F
→ 0.3 | 0 | / | -3 | /
- CC(Sc1nc2ccccc2s1)C(=O)NC1CCCc2ccccc21 (configuration not stated)
→ 0.0 | -4 | / | -12 | /
- CCc1noc(C)c1C(=O)N(CCCOC)c1c(N)n(Cc2ccccc2)c(=O)[nH]c1=O
→ 0.2 | / | -2.3 | / | 1.9
- CCCCN(Cc1cc2ccccc2[nH]c1=O)S(C)(=O)=O
→ 0.1 | / | -2.8 | -5 | /
- CN1[C@@H]2c3ccc(-c4cccnc4)c(=O)n3C[C@H]1[C@H](CO)[C@H]2C(=O)NCCc1ccccc1
→ 0.4 | / | -0.2 | 4 | /
- N#Cc1c(-c2ccccc2)c(C#N)c2nc3ccccc3n2c1N
→ 0.0 | / | ? | 128 | /
- COc1ccc2c(c1)CCN=C2Cc1ccc(OC)c(OC)c1
→ 0.1 | / | 1.6 | 13 | /
- COC(=O)c1c(NC(=S)NC(=O)c2ccco2)sc2c1CCCC2
→ 0.0 | / | 0.1 | 24 | /
